human PMI inhibition: inhibitors of human PMI, primary screen, biochemical, fluorescence intensity, coupled assay (AID 1209); inhibition, % at 20 µM, or IC50 in µM where a hit was titrated; purified PMI enzyme, coupled fluorescence intensity; higher % means a stronger effect; actives 0.42% (n = 190,000); in the data active means inhibition above about 50%;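 further: plate controls were DMSO vehicle for no effect and wells lacking substrate for full effect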
Dynein cargo inh: blocks dynein driven cargo transport along microtubules; z-score, hits read low; actives 0.47% (n = 220,000); 3617.4 mouse cells, GR-EGFP nuclear translocation imaging; test concentration mostly 20 µM; stimulated with dexamethasone, 1 µM; hits give low values;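 active means plate z-score of nuclear minus cytoplasmic receptor signal below a set negative limit, without overly bright fluorescence or cell loss, cut at about -3.5 in these data, passing the limit was not always enough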;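 further: z-score of nuclear minus cytoplasmic ring GR-EGFP intensity difference per well; some compounds called inactive have numbers as strong as hits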
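Buffer or medium: Induction medium lacking tetracycline, stripped serum | Also added: Dexamethasone agonist, 1.0 µM final, for 30 min | Timing: 48 h induction, 1 h compound, 30 min dex at 37 °C | Detection: Formaldehyde fixation, Hoechst nuclear stain, 10x automated fluorescence imaging | Measure: Nuclear versus cytoplasmic GR-EGFP signal, averaged per well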
T cell modulator: T cell immune modulation candidate. 2C CD8+ T cell-vesicle binding, flow cytometry; hits give low values. calls only at 7 µM. actives 0.068% (n = 330,000);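 active means response, share of CD8 T cells binding vesicles, and their 90th percentile fluorescence all below set limits, cut at about 80% in these data, passing the limit was not always enough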
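Also added: QL9-peptide-loaded Drosophila micro-vesicles bearing Ld, ICAM-1 and B7-1; Test system: purified 2C TCR transgenic mouse naive CD8+ T cells; Measured by: cytometric PE anti-B7-1 and Alexa647 anti-CD8 signals after 1% paraformaldehyde fixation; Timing: binding step 1.5 h, 37 °C, antibody labelling 20 min, ice.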
MT stabilize HCS: microtubule stabilization, imaging screen; % tubulin-high responders, % at 10 µM; actives 0.83% (n = 200,000); HeLa tubulin immunostaining HCS, 24 h; share of cells brighter than vehicle mean+2SD;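 active means plate Z-score above 3 for both tubulin-high and condensed-nucleus cell shares, with cell loss under 80%, at 10 µM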;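 further: anti alpha tubulin signal scored within the nucleus-defined area of each cell; some results filed as inactive read as strong as hits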
Ins promoter up: MIN6 insulin promoter up-regulation; MIN6 insulin promoter-GFP reporter, high-content imaging; hits give high values; actives 0.3% (n = 190,000); z-score at 5 µM;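 active means z-score above 3 at 5 µM with at least 500 cells counted in the well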
bCat nuc transl: modulators of beta-catenin nuclear translocation | HeLa beta-catenin nuclear translocation, immunofluorescence imaging | nuclear translocation activity, % at 5 µM | actives 0.3% (n = 190,000);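 active means nuclear translocation activity above 50% at 5 µM, with a well cell count of 50 or more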;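 further: per-cell ratio of nuclear to cytoplasmic median beta-catenin stain intensity; plate controls were DMSO negative control for no effect and GSK-3 inhibitor IX positive control for full effect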
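Test system: human HeLa cells, native beta-catenin. Compound dosing: 5 µM primary single dose, 0.1% DMSO, 0.02–20 µM confirmation series. Incubation: compound exposure 24 h at 37°C. Detection: beta-catenin immunostaining with DAPI counterstain, 20x imaging, 6 fields/well. Read-out basis: Nuclear/cytoplasmic beta-catenin signal ratio, % activation.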
Lipid droplet: modulators of hepatic lipid droplet formation; AML12 mouse hepatocytes, oleate lipid droplets, BODIPY imaging; inhibition, % at 6.5 µM; actives 0.4% (n = 240,000); AID 1656;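 active means lipid droplet intensity inhibited by at least 50%, with more than 500 cells counted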
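Technique: fluorescence imaging, 20x objective, two fields per well / Assay system: AML12 hepatocytes (mouse) / Measure: % inhibition of lipid droplet signal / Doses: 6.5 µM single-point dosing / Incubation: overnight exposure / Reagent: 100 µM oleic acid challenge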
TNAP activators: human TNAP enzyme activators, primary screen, biochemical, luminescent, no phosphate acceptor, uHTS (AID 1001) | purified TNAP, luminescent activation assay, no phosphate acceptor; higher activation fold means a stronger effect | activation fold at 20 µM, or EC50 in µM where a hit was titrated | actives 0.03% (n = 200,000); in the data active means activation fold from about 3, or a potency from the dose series; inactive means the rest, 99 in 100 with activation fold below about 1.6; further: many of its hits are not listed in these tables
Myeloid diff MLP: promotes myeloid progenitor differentiation. ER-HoxA9 myeloid progenitors, lysozyme-GFP differentiation, flow cytometry. calls only at 10 µM. actives 1% (n = 360,000);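 active means normalized GFP-positive differentiation at or above the plate's own cutoff, the solvent-only control mean plus 3 SD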;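 further: cells exposed to compound for four days before flow analysis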
Dynein cargo inh cytoplasmic EGFP: recorded beside Dynein cargo inh, whose call it bears; z-score; measured here: cytoplasmic GR-EGFP intensity; hits give high values
Dynein cargo inh nuclear GR-EGFP: recorded beside Dynein cargo inh, whose call it bears; z-score; measured here: nuclear GR-EGFP intensity;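 lower value marks the stronger effect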
Dynein cargo inh cell count: second read-out of Dynein cargo inh, no call of its own (marks repeat the call); z-score; measured here: cell count per field
Ins promoter up cell count: recorded beside Ins promoter up, whose call it bears; cell count; measured here: cytotoxicity, nuclei count;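 total cells summed across four imaged fields per well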
Lipid droplet cells 6.5 µM: second read-out of Lipid droplet, no call of its own (marks repeat the call); cell count; measured here: cell count, cytotoxicity flag;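 cells counted across two imaged fields per well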
bCat nuc transl cell count 5 µM: second read-out of bCat nuc transl, no call of its own (marks repeat the call); cell count; measured here: cell count, cytotoxicity flag
T cell modulator vesicle-bound %: also measured in T cell modulator; calls as there; double positive events, %; measured here: CD8+ vesicle-bound cell fraction;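 binding gate set so that unloaded-vesicle control wells show 10% double positive cells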
MT stabilize HCS Hoechst-high %: also measured in MT stabilize HCS; calls as there; % Hoechst-high responders; measured here: nuclear condensation Hoechst responders;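 share of cells brighter than vehicle mean plus two SD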
MT stabilize HCS cytotoxicity %: also measured in MT stabilize HCS; calls as there; toxicity, %; measured here: cytotoxicity by cell density;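 0% = mean cell density of plate MIN control wells and 100% = no cells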
Myeloid diff MLP GFP+ MAC1+ %: further read-out of Myeloid diff MLP, marked with its call; GFP+ MAC1+ double positive, %; measured here: differentiation confirmed by MAC1 staining
* hit, by the source's call; i = inactive; nt = not tested or not shown.

SMILES	human PMI inhibition	Dynein cargo inh	Dynein cargo inh cytoplasmic EGFP	Dynein cargo inh nuclear GR-EGFP	Dynein cargo inh cell count	T cell modulator	T cell modulator vesicle-bound %	MT stabilize HCS	MT stabilize HCS Hoechst-high %	MT stabilize HCS cytotoxicity %	Ins promoter up	Ins promoter up cell count	bCat nuc transl	bCat nuc transl cell count 5 µM	Lipid droplet	Lipid droplet cells 6.5 µM	TNAP activators	Myeloid diff MLP	Myeloid diff MLP GFP+ MAC1+ %
CN(C)C(=O)N1CCN(C(=O)N2CCOCC2)CC1	2.0%	0.427	-0.257	0.146	-0.5	i	27.6	3.2	2.4	4.4	0.58	1193	-1.5	1009	-5.8	773	1.1	i	1.0
O=C(CCCN1C(=O)/C(=C/c2ccccc2Cl)SC1=S)NNC(=O)c1ccccc1	14.0%	-0.109	-0.221	0.0316	0.224	i	5.4	3.7	2.1	0.5	0.27	1590	-1.5	1095	4.6	679	1.7	i	1.9
O=C(COc1ccccc1)Nc1ccc(Cl)c(-c2nc3ncccc3o2)c1	2.1%	-0.525	-0.249	-0.0515	0.0515	i	34.7	1.9	1.5	5.1	nt	nt	0.8	543	-2.6	751	1	i	0.0
Cc1ccc(S(=O)(=O)N2CCC(=O)N(C(COCc3cccc(C)c3)Cc3ccccc3)CC2)cc1 (stereo not drawn)	-3.1%	-0.198	-0.243	0.371	0.622	i	8.3	2.4	3.8	9.0	-0.1	1100	nt	nt	-13.8	705	1.1	i	2.8
O=C(NCN1CCN(CCO)CC1)c1cnccn1	11.4%	-0.109	-0.00618	0.365	0.989	i	17.1	2.4	1.7	8.1	0.82	780	-0.2	1077	-1.7	782	1.1	i	0.4
COC(=O)C1C/C(=N\NS(=O)(=O)c2ccc(C)cc2)c2ccsc2C1 (stereo not drawn)	-2.4%	-0.0654	-0.279	-0.409	0.164	i	44.0	3.8	2.1	6.2	0.18	1420	-2.1	540	18.1	694	1.1	i	0.5
CCOc1ccc(C(=O)Nc2ccc(N3CCN(S(C)(=O)=O)CC3)cc2)cc1[N+](=O)[O-]	-3.8%	0.771	-0.208	-0.151	0.0379	i	40.7	3.1	2.4	14.4	-0.26	1437	1.3	1466	1.7	680	1.1	i	0.0
CCOCC(=O)Nc1cccc(SC)c1	-8.4%	-0.255	0.84	0.553	-0.138	i	43.2	1.9	2.5	5.6	0.89	1615	1.2	937	0.5	714	1.1	i	0.2
CCCCCc1nc2c(c(=O)c3ccccc3n2C)c(=O)n1Cc1ccc(OC)cc1	nt	-0.455	-0.301	-0.435	1.05	i	14.9	nt	nt	nt	-1.07	1256	-1.4	1241	nt	nt	nt	i	1.0
COc1cc(-c2nn3c(-c4ccccn4)nnc3s2)cc(OC)c1OC	-4.7%	-0.174	-0.0875	0.132	0.0922	nt	nt	4.3	1.9	8.0	-1.15	1193	-6.0	959	nt	nt	1.1	nt	nt
CNC(=S)N1CCc2cc(OC)c(OC)cc2C1COc1ccc(F)cc1 (stereo not drawn)	10.3%	-0.727	-0.376	-0.39	0.951	i	48.6	1.6	2.3	7.5	-0.87	1261	-1.0	1114	24.0	703	1.1	i	0.7
Cc1cc(C)nc(SCC(=O)Nc2ncc3c(n2)CC(C)(C)CC3=O)n1	-1.4%	0.0917	-0.187	0.0234	-0.381	i	21.6	1.8	2.9	11.3	0.05	1094	-3.2	924	nt	nt	1.1	i	2.3
Cc1cccc(N2C(=O)/C(=C/c3ccccn3)SC2=S)c1	nt	0.0492	0.31	-0.137	0.237	i	57.0	nt	nt	nt	0.07	1442	1.7	1125	2.3	700	nt	i	0.8
COc1cc(C(=O)Nc2ccc([N+](=O)[O-])cn2)cc(OC)c1OC	6.1%	0.0622	-0.246	0.128	0.395	i	21.1	5.2	2.0	6.8	0.07	1312	-2.1	990	-3.7	644	0.9	i	2.1
O=c1c2cc3c(cc2[nH]c(=S)n1C1CCN(Cc2ccccc2)CC1)OCO3	5.0%	-0.679	-0.231	-0.591	1.28	i	54.9	1.9	1.6	6.7	-0.22	1089	nt	nt	37.3	710	1	i	0.5
CCC1(C(=O)c2ccccc2)C(c2cccc([N+](=O)[O-])c2)C1(C(=O)OC)C(=O)OC (stereo not drawn)	15.3%	-0.751	-0.189	-0.157	-0.0911	i	30.7	3.4	2.4	3.3	-0.47	1397	-4.1	520	-16.3	615	1.1	i	0.6
COc1cc(C(=O)N2CCN(c3ccccc3OC)CC2)c([N+](=O)[O-])cc1OC	12.9%	-0.486	-0.278	-0.05	0.527	i	26.0	4.7	3.6	0.3	nt	nt	-0.6	1046	-16.3	700	1.1	i	0.4
c1cncc(-c2nc3ccccc3o2)c1	-2.0%	1.12	0.718	0.776	-0.249	i	25.8	6.1	2.3	15.3	0.33	1243	3.9	1404	nt	nt	1.1	i	2.2
N#CCC(=O)Nc1ccc(C(=O)Nc2cccnc2)cc1	nt	-0.964	-0.264	-0.32	0.596	i	8.0	nt	nt	nt	0.02	1237	-2.6	1110	1.5	738	nt	i	0.2
Oc1ccc2oc3c(c2c1/C=N/n1cnnc1)CCCC3	2.0%	-0.493	-0.217	-0.251	0.76	i	15.2	17.8	2.9	12.4	1.19	1116	4.5	780	nt	nt	1.1	i	0.8
Cc1nn(C)c(C)c1CN(C)C(=O)C1c2ccccc2Oc2ccccc21	-9.4%	-0.416	-0.229	0.168	0.235	i	6.2	3.8	1.8	7.2	-0.18	1168	-1.9	1170	-33.5	717	1	i	0.5
Cc1ccc(CSc2nc3c(c(=O)[nH]c(=O)n3C)n2CCC(C)C)cc1	4.4%	-0.633	-0.304	-0.379	0.824	i	36.1	2.2	4.4	8.9	0.35	1007	nt	nt	nt	nt	1.1	i	3.3
CC(C)CC1NC(=O)N(CC(=O)NC2CCCc3ccccc32)C1=O (stereo not drawn)	-2.8%	0.465	-0.225	0.435	-0.554	i	25.9	1.4	2.8	4.0	0.12	1302	-1.4	1120	17.8	709	1.1	i	0.2
CCN(CC)S(=O)(=O)c1ccc(N(C)Cc2cccc(OC)c2OC)nc1	11.8%	-0.0212	0.104	0.609	-0.39	i	14.0	3.5	1.5	6.1	-1.1	1342	-2.0	1053	17.4	692	1.1	i	1.2
Cc1c(CCOC(=O)CC23CC4CC(CC(C4)C2)C3)sc[n+]1Cc1ccccc1	-2.1%	-0.592	-0.196	0.00323	0.339	i	17.9	2.0	1.8	13.9	-2.3	585	3.2	1352	nt	nt	1	i	0.5
O=C(c1ccccn1)N(Cc1ccco1)C1(C(=O)NC2CCCC2)CCCCC1	-1.9%	1.62	-0.0394	1.36	-1.55	i	12.8	2.3	1.1	2.5	nt	nt	nt	nt	-40.2	792	1	i	1.2
Cc1cccc(OCCNc2nc3c(c(=O)n(C)c(=O)n3C)n2C)c1	9.3%	0.0602	-0.256	0.213	0.703	i	52.3	4.0	1.8	1.3	4.22*	1453*	-1.0	1355	nt	nt	1	i	1.4
COc1ccc(-n2nc3c(c2NC(=O)c2c(F)cccc2Cl)CS(=O)C3)cc1 (stereo not drawn)	8.8%	-0.143	-0.196	-0.071	0.0854	i	42.5	6.5	2.1	6.7	0.63	968	nt	nt	nt	nt	1.1	i	1.7
COC(=O)CCC(=O)NNC(=O)c1ccc(Cl)cc1Cl	5.1%	0.0304	-0.226	-0.169	0.302	i	27.0	3.1	2.0	9.7	0.33	1536	-1.4	850	nt	nt	1	i	4.8
CC(NC(=O)COC(=O)c1cc(Cl)nc(Cl)c1)c1ccccc1 (stereo not drawn)	5.1%	-0.685	-0.184	-0.335	0.467	i	33.8	4.9	1.5	6.8	-0.57	1417	-0.1	1045	0.5	705	1.1	i	0.1
Cc1cc(C)cc(N(C(=O)Cc2cccs2)C(C(=O)NC2CCCC2)c2ccc(C)o2)c1 (stereo not drawn)	12.9%	0.0991	-0.224	-0.139	0.477	i	16.9	3.5	1.6	7.6	0.69	1926	0.6	1033	-3.2	595	1.1	i	4.0
CCOC(=O)Cc1csc(SCC(=O)Nc2cccc(Cl)c2)n1	6.8%	1.37	-0.187	0.65	-0.581	i	19.3	1.7	0.7	7.5	nt	nt	nt	nt	-0.4	793	1.2	i	0.8

Retrieved by compound from the list above, 2 records:
SMILES	human PMI inhibition	Dynein cargo inh	Dynein cargo inh cytoplasmic EGFP	Dynein cargo inh nuclear GR-EGFP	Dynein cargo inh cell count	T cell modulator	T cell modulator vesicle-bound %	MT stabilize HCS	MT stabilize HCS Hoechst-high %	MT stabilize HCS cytotoxicity %	Ins promoter up	Ins promoter up cell count	bCat nuc transl	bCat nuc transl cell count 5 µM	Lipid droplet	Lipid droplet cells 6.5 µM	TNAP activators	Myeloid diff MLP	Myeloid diff MLP GFP+ MAC1+ %
c1cncc(-c2nc3ccccc3o2)c1	-2.0%	1.12	0.718	0.776	-0.249	i	25.8	6.1	2.3	15.3	0.33	1243	3.9	1404	nt	nt	1.1	i	2.2
Cc1cc(C)nc(SCC(=O)Nc2ncc3c(n2)CC(C)(C)CC3=O)n1	-1.4%	0.0917	-0.187	0.0234	-0.381	i	21.6	1.8	2.9	11.3	0.05	1094	-3.2	924	nt	nt	1.1	i	2.3
